Screening data from PubChem.
bIAP activator – increases bovine intestinal alkaline phosphatase activity. 200,000 tested, 0.17% active. activation factor at 20 µM. purified bovine IAP, CDP-star luminescence, 30 min; active compounds read high; fold of DMSO-control signal, blank-subtracted. AID 1016;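 active means activation factor of 2 or more at 20 µM, a signal rise over negative controls twice the positive control's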
PMI act – activators of human phosphomannose isomerase; 190,000 tested, 0.005% active; purified human PMI, coupled resazurin fluorescence, 20 min; active compounds read high; 1 = vehicle control, 0 substrate-free wells; AID 1214; P34949; activation factor at 20 µM;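 active means activation factor of 2 or more at 20 µM, relative to plate controls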
Target sequence (P34949 whole entry, looked up): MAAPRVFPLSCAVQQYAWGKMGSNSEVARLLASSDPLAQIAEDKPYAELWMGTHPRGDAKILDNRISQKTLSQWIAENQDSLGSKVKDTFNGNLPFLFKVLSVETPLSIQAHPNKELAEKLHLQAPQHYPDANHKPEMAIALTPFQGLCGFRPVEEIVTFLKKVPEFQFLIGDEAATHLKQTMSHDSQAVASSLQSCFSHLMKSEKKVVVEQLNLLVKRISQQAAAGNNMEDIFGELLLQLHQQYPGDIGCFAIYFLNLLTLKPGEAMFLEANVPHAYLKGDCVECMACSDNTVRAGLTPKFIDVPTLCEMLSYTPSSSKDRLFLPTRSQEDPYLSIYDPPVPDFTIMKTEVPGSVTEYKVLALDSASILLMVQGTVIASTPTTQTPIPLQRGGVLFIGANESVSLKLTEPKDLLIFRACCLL
TNAP inh hi DEA – inhibitors of human TNAP at high phosphate acceptor concentration; P05186; purified TNAP, CDP-star luminescence, 1 M DEA; inhibition, % at 20 µM; 200,000 tested, 0.03% active; AID 1135;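 active means over 50% inhibition of tissue-nonspecific alkaline phosphatase at 20 µM in the single-dose screen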;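 further: plate controls were DMSO wells for no effect and EDTA-quenched wells as full inhibition for full effect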
Target sequence (P05186 whole entry, looked up): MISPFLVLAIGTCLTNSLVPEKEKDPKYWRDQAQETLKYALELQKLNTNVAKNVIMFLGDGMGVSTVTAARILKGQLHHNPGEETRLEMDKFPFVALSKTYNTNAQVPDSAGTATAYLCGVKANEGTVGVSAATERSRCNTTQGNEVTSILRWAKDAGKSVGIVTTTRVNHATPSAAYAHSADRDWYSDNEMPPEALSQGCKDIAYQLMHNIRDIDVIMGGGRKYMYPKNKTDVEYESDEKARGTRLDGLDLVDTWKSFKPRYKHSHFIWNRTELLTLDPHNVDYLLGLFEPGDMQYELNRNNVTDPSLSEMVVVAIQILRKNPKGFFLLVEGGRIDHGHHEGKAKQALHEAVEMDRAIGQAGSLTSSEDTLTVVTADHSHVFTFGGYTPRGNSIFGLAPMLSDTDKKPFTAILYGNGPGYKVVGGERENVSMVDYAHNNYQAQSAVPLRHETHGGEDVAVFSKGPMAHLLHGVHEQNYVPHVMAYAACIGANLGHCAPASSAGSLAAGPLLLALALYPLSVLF
APP 5'UTR act – APP 5'UTR luciferase reporter activation. activation, % at 2 µM. AID 1276. 190,000 tested, 1% active. SH-SY5Y APP 5'UTR luciferase reporter, luminescence; zero percent = DMSO vehicle wells;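 active means activation above a set limit, based on mean plus 3 SD of controls, cut at about 140% in these data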; further: values of inactives mirror those of a sister screen read the other way
PMI act hi M6P – PMI (human) activation, high substrate; 190,000 tested, 0.34% active; P34949; AID 1216; coupled PMI enzyme assay, resazurin fluorescence, 20 min; active compounds read high; 1 = untreated enzyme, 0 = substrate-free blank; activation factor at 20 µM;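 active means activation factor of 2 or more at 20 µM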
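Test system: human phosphomannose isomerase with PGI, G6PDH, diaphorase coupling enzymes; Amount: PMI at 15 ng/mL final; Reagent: Mannose-6-phosphate 1.0 mM (near-saturating) plus 0.22 mM NADP+; Timing: 20 min, room temperature; Technique: resorufin fluorescence at Ex 544/Em 590 nm; Dosing: 20 µM single dose.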
FLuc act counter – affects firefly luciferase, flagging false hits in luciferase stimulation screens | P08659 | ATPlite luciferase biochemical, luminescence, 10 min; 0 = ATP-free wells, 1 = DMSO control | activation factor at 10 µM | 200,000 tested, under 10 active | AID 1027;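 active means luciferase activation factor, scaled between plate controls, of at least 2 with compound at 10 µM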
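System: luciferase plus luciferin reagent, cell-free; medium: PBS as buffer for the ATP substrate; dosing: test compounds dosed from 2 mM stocks in 100% DMSO; timing: 10 min post-reagent at room temperature; measured by: luminescence measurement of luciferase light output; evaluation: luciferase activation, seen as luminescence increase over controls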
NF-kB neuron act – raises NF-kB expression in human neuronal cells. AID 1239. NF-kB reporter expression; active compounds read high. 190,000 tested, 1.6% active. fold change at 12.5 µM; in the data active means fold change above about 3.3
TNAP act hiacc – activators of human TNAP at high phosphate acceptor concentration. P05186. purified TNAP, CDP-star luminescence, 1 M DEA, 30 min; active compounds read high; 0 = EDTA background, 1 = DMSO-only activity. activation factor at 20 µM. 200,000 tested, under 10 active. AID 1136;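 active means activation factor at least 2 at 20 µM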
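Dosing: 20 µM single point. System: human TNAP. Amount: TNAP 1/800 final. Incubation: 30 min, room temperature. Read-out: TNAP activation factor scaled between EDTA and DMSO control wells. Signal: luminescence from CDP-star hydrolysis. Medium: 1 M DEA, pH 9.8, Mg2+, Zn2+. Control set: EDTA negative control, DMSO positive control.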
TNAP inh no acc – inhibitors of human TNAP without phosphate acceptor; 200,000 tested, 0.26% active; inhibition, % at 20 µM; P05186; AID 1012; purified TNAP, CDP-star luminescence, 30 min;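 active means tissue-nonspecific alkaline phosphatase inhibition above about 50% at 20 µM in the single-dose screen, limit read from the data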;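 further: 0% = DMSO negative control and 100% = EDTA positive control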
FLuc inh counter – counter-screen for luciferase assay inhibitors: firefly luciferase inhibition. P08659. ATPLite firefly luciferase biochemical luminescence, 10 min. inhibition, % at 10 µM. 200,000 tested, 1.5% active. AID 1006;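 active means inhibition above about 50% when tested at 10 µM, limit read from the data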
Starred values were filed as active, the others as inactive; nt = no result given.

smiles	TNAP inh no acc	FLuc inh counter	FLuc act counter	TNAP inh hi DEA	PMI act hi M6P	TNAP act hiacc	APP 5'UTR act	PMI act	bIAP activator	NF-kB neuron act
COc1cccc(-n2c(C)nc3c(cnn3-c3ccc(Cl)cc3)c2=O)c1	-10	-4	1	-4	1	1	12	1	0.9	1
O=C1c2ccccc2C(=O)N1CCCc1nc(-c2ccccn2)no1	-4	3	1	15	0.9	0.8	19	1	0.9	0.75
COc1ccc(N2C(=O)c3ccccc3NC2c2ccc(OC)c(CSc3ccccn3)c2)cc1 (configuration not stated)	-15	-5	1.1	-5	1	1.1	38	1	1	1.3
COc1ccc(Cc2nnc(N)s2)cc1OC	-8	0	1	0	1	1	3	1	1	1
Cc1ccc(OCCN2CCNCC2)c([N+](=O)[O-])c1	-9	-2	1	0	1	1	7	1.1	1	1.1
O=C(COC(=O)Cc1c[nH]c2ccccc12)Nc1ccccc1	12	-11	1.1	2	1	1	-17	0.9	0.9	0.89
O=C(CCc1nnc(C2(c3ccc(Cl)cc3)CCC2)o1)NC1CC1	-4	-6	1.1	-4	0.9	1	-3	1	0.9	1.1
CCc1nnc(NC(=O)CSc2nc3cc4c(cc3cc2CC)OCCO4)s1	-4	-4	1	-3	1	1	-4	1	1	3.5*
CCCCCn1nc(C)c(/C=N\NC(=O)c2cc(C)oc2C)c1C	-13	20	0.8	-2	1	1	15	1	1	0.72
COc1ccc(CNC(=O)c2ccc(CNc3c(NC4CCCCC4)c(=O)c3=O)cc2)cc1	-35	-4	1	-6	1.1	1.1	5	1	0.8	1.1
O=C(Nc1ccccc1Cl)c1cc(S(=O)(=O)N2CCCCC2)ccc1N1CCOCC1	4	-3	1	-2	1	1	19	1.1	1	0.89
CSc1ccccc1NC(=O)CN(C)Cc1cccc(Cl)c1	-6	-2	1	0	1	1	-9	0.9	0.9	1.1
OC(COC(c1ccc(Cl)cc1)c1ccc(Cl)cc1)CN1CCN(c2ccccn2)CC1 (configuration not stated)	-5	-3	1	-6	1.3	1.1	-1	1.1	0.9	0.81
COc1ccc(CCN(Cc2cc3cc(C)ccc3[nH]c2=O)C(=O)N2CCCC2)cc1OC	-4	-2	1	-7	1.1	1.1	-5	1	1.3	0.81
O=C1CC(N2CCN(c3ccc(S(=O)(=O)N4CCCC4)cc3)CC2)C(=O)N1c1ccc(F)cc1 (configuration not stated)	-5	-21	1.2	-4	0.9	1	-1	0.9	1	0.97
CC1=CC(c2ccc(Cl)cc2)n2nc(NS(=O)(=O)c3ccc(C)cc3)nc2N1 (configuration not stated)	-2	-5	1	-4	0.8	1	-8	1	1	1.5
Cc1cc(Nc2nc3c(c(=O)n(C)c(=O)n3C)n2C)n(-c2ccc(Cl)cc2)n1	-5	-6	1.1	-7	1.9	1.1	1	1.6	1.1	0.77
COc1ccc2oc(C(=O)C3CC3)c(N)c2c1	-14	19	0.8	-5	0.9	1.1	83	0.9	1	2.6
Cc1cc(C)c(C)c(S(=O)(=O)N2CCC(C(=O)OCC(=O)N3c4ccccc4NC(=O)C3(C)C)CC2)c1C	-2	-3	1	-3	0.8	1	-3	0.8	1.2	0.68
Cc1cccc(OCCCC(=O)NC(C)C)c1	-7	-4	1	-2	0.9	1	-13	1	1	1.2
O=c1nc(/C=C/c2ccc(-c3ccc(F)cc3)o2)cc(C(F)(F)F)[nH]1	-16	-5	1	-3	0.9	1	23	0.9	0.9	1.1
CC12COC3(C(=O)Nc4ccc([N+](=O)[O-])cc4)CC1CCC32C (configuration not stated)	-8	0	1	-2	1.1	1	0	1	0.9	1
COc1cccc(N(C(=O)Cn2nnc(-c3ccc(C)cc3)n2)C(C(=O)NC(C)(C)C)c2c[nH]c3ccccc23)c1 (configuration not stated)	-9	-3	1	-6	0.9	1.1	-6	0.8	1.1	0.75
CC(CN1CCCCC1)C(=O)NN (configuration not stated)	-8	-6	1.1	-4	1	1	19	1	1	1.2
Cc1nc(NCc2ccccc2)sc1C(=O)Nc1ccccc1	-39	-3	1	-5	1.1	1	26	1.1	1	1.3
CCN(CC)S(=O)(=O)c1ccc(OC)c(NC(=O)c2ccc3c(c2)OCO3)c1	7	2	1	-5	1	1.1	-18	1.1	1	1.1
COC(=O)C(Cc1ccccc1)NC(=O)c1cc(S(=O)(=O)N(C)C)ccc1Cl (configuration not stated)	-16	-6	1.1	-4	0.8	1	69	1	1	0.81
CCCC(=O)NCCCc1nc2ccccc2n1CC	-2	-2	1	-2	0.9	1	4	0.8	0.9	1.1
CCNc1nc(SCCOc2ccccc2)nc(N(C)C)n1	-12	-9	1.1	-8	0.9	1.1	5	0.8	0.9	1.2
Cc1ccc(C(C)n2cc(C(=O)NCCN3CCN(C)CC3)nn2)cc1 (configuration not stated)	-7	0	1	4	0.8	1	-2	0.8	1	1.1
CCOc1ncccc1C(=O)OCCN1C(=O)c2ccccc2C1=O	-14	-8	1.1	-7	1.1	1.1	-2	1.1	0.9	0.92
CCOc1ccc(/C=N/NC(=O)Cc2csc(Nc3cccc(C(F)(F)F)c3)n2)c(OCC)c1	-15	-7	1.1	-5	0.9	1	-8	0.6	1	1.6
CCc1ccc(Nc2nc3ccccc3c(=O)s2)cc1	-6	-2	1	-1	1	1	-10	1.1	0.9	0.97
COc1ccc(/C=C/C(=O)Oc2cccc(/C=N/NC(=O)COc3c(C)cccc3C)c2)cc1	-6	-7	1.1	-3	1	1	15	1.1	1.1	1.3
COc1ccc(NC(=O)CSCCc2ccccn2)cc1OC	-10	0	1	-2	0.9	1	-7	1.1	1	0.97
COCCOC(=O)CSc1ncccc1-c1nc2cc(C)c(C)cc2[nH]1	-11	75*	0.3	-3	1	1	43	1.2	1.1	3
O=C(NC(CO)Cc1ccccc1)c1ccccc1 (configuration not stated)	-5	-6	1.1	0	1	1	4	1	1	1.2
COc1ccc(N(C(C)C(=O)N/N=C(\C)C(C)(C)C)S(C)(=O)=O)cc1 (configuration not stated)	-12	-3	1	-4	1.1	1	10	1.1	1	1.1
COc1ccccc1NC(=O)C1=C(C)Nc2nc(-c3cccs3)nn2C1c1cccnc1 (configuration not stated)	-6	-2	1	-4	1	1	3	0.9	0.9	0.85
Cc1nnc(NC(=O)c2cccc(S(=O)(=O)N3CC(c4ccccc4)CC3=O)c2)s1 (configuration not stated)	-4	-9	1.1	-8	1.1	1.1	-1	1	1	0.97
COc1cccc(CN2C(=O)CCC2(C)C(=O)NC2CCCCCC2)c1 (configuration not stated)	-3	0	1	5	1	1	6	1	0.9	1.3
Cc1ccc(S(=O)(=O)N2CCCCC2)cc1NC(=O)CSc1nccn1C	2	1	1	-2	1	1	1	1	1.1	1.2
CCOC(=O)/C=C/C(=O)OCC(=O)Nc1cccc(Cl)c1Cl	-8	-5	1.1	0	1	1	4	1.1	1.1	0.92
CCOC(=O)N1CCN(C(=O)/C(=C/c2cccc3ccccc23)NC(=O)c2ccc(OC)c(OC)c2)CC1	-5	-5	1	-2	0.9	1	-12	0.9	1.1	0.88
COC(=O)c1c(NC(=O)c2nc3ncccn3n2)sc(C(=O)N(C)C)c1C	-3	-7	1.1	0	1.1	1	nt	0.9	1.3	nt

2 successive records out of the list so far, quoted:
smiles	TNAP inh no acc	FLuc inh counter	FLuc act counter	TNAP inh hi DEA	PMI act hi M6P	TNAP act hiacc	APP 5'UTR act	PMI act	bIAP activator	NF-kB neuron act
O=C(NC(CO)Cc1ccccc1)c1ccccc1 (configuration not stated)	-5	-6	1.1	0	1	1	4	1	1	1.2
COc1ccc(N(C(C)C(=O)N/N=C(\C)C(C)(C)C)S(C)(=O)=O)cc1 (configuration not stated)	-12	-3	1	-4	1.1	1	10	1.1	1	1.1

More entries follow:
smiles	TNAP inh no acc	FLuc inh counter	FLuc act counter	TNAP inh hi DEA	PMI act hi M6P	TNAP act hiacc	APP 5'UTR act	PMI act	bIAP activator	NF-kB neuron act
O=C(c1ccc2c(c1)OCCO2)N1CCCCC1	-10	-5	1.1	0	0.9	1	19	0.9	0.9	1.1
CNC(=S)N(Cc1ccco1)Cc1cc2cc(OC)ccc2[nH]c1=O	-7	-4	1	-3	nt	1	-27	nt	1	1.2
CC(C)n1c(C(O)c2ccc3c(c2)OCO3)nc2ccccc21 (configuration not stated)	-9	-3	1	-7	1	1.1	-2	1	2.6*	0.8
CCOc1ccc(-n2c(O)c(/C=N/c3ccnn3Cc3ccncc3)c3ccccc3c2=O)cc1	10	-3	1	16	1.2	0.8	7	1.3	1	0.93
COc1ccc(-c2csc(C3=C(O)CN(C(C)C)C3=N)n2)cc1OC	-32	20	0.8	-2	0.9	1	31	0.9	1.1	1.2
O=C(C1=C[C@H](c2coc3ccccc3c2=O)C[C@H](OCCCCO)O1)N1CCN(Cc2ccc3c(c2)OCO3)CC1	-8	-2	1	-7	1	1.1	-2	0.9	1	0.74
O=C(COC(=O)C1(c2cccc(F)c2)CCCC1)NCc1ccc2c(c1)OCO2	2	-2	1	2	1	1	15	0.9	0.8	0.87
O=C(CCc1nnc(CCCc2ccccc2)o1)NC(C1CC1)C1CC1	-10	-7	1.1	-3	nt	1	90	nt	1	5.8*
